Assay outcomes deposited in PubChem BioAssay by Sanford-Burnham Center for Chemical Genomics.
VHR inh color: inhibitors of human VHR1 phosphatase (DUSP3) | P51452 | recombinant VHR phosphatase, colorimetric substrate read-out | inhibition, % at 20 µM | 50,000 tested, 0.7% active | AID 1992; in the data active = inhibition above about 60%; note: some results filed as inactive read as strong as hits
Target sequence (P51452 whole entry, looked up): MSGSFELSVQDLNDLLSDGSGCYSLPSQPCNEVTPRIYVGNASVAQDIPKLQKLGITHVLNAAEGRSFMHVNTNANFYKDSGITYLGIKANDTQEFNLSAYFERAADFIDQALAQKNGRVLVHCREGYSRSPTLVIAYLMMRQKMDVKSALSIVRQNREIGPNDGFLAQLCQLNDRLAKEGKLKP
* marks the source's active call; other numbers are inactive results. The list is partial, so the mix of outcomes need not match the whole.

The first four records, to show the layout:
SMILES	VHR inh color
O=C(Nc1ccccc1C(=O)NCCc1ccccc1)c1ccco1	4
CC(C)N1CCN(Cc2cccc(Br)c2)CC1	2
COc1ccc(N=Cc2cccs2)cc1	0
CCCOC(=O)c1ccc(NC(=O)c2cccc3ccccc23)cc1	1

The list itself (from the top)
SMILES	VHR inh color
O=C(Nc1ccccc1C(=O)NCCc1ccccc1)c1ccco1	4
CC(C)N1CCN(Cc2cccc(Br)c2)CC1	2
COc1ccc(N=Cc2cccs2)cc1	0
CCCOC(=O)c1ccc(NC(=O)c2cccc3ccccc23)cc1	1
Cc1cc(OCC(=O)Nc2cccc(I)c2)cc(C)c1Cl	10
CCC(C)c1ccc(NC(=O)c2cc(C(=O)OC)cc([N+](=O)[O-])c2)cc1 (stereo not drawn)	-3
CC1(C)CC(=O)c2c(oc3ccc(NS(=O)(=O)c4cccc([N+](=O)[O-])c4)cc23)C1	-9
Cc1ccc(S(=O)(=O)NC(C)(C)CN2CCCCC2)cc1	-1
O=C(NCCN1CCOCC1)c1sc2ccccc2c1Cl	4
Cc1c(NS(=O)(=O)c2ccccc2)cccc1-c1nc2ncccc2o1	-7
CCN(CC)C(=S)NC(=O)/C=C/c1ccc(OC)c(OC)c1	9
Cc1ccccc1C1=N/C(=C\c2ccc(Br)o2)C(=O)O1	0
CCCCN(CCCC)CCNC(=O)C(=O)NCc1ccccc1	4
O=c1nc2s/c(=C\c3cn(-c4ccccc4)nc3-c3cccc([N+](=O)[O-])c3)c(=O)n2nc1Cc1ccccc1	-10
NC(=O)c1ccc(NC(=O)CCN2C(=O)c3ccccc3C2=O)cc1	8

Individual results from the entries so far.
`O=C(Nc1ccccc1C(=O)NCCc1ccccc1)c1ccco1` in VHR inh color reads 4
`COc1ccc(N=Cc2cccs2)cc1` in VHR inh color reads 0

New compounds follow:
SMILES	VHR inh color
CN(C)c1nnc(-c2ccccc2)c(-c2ccccc2)n1	-2
CCCCN1C(=O)/C(=C\c2ccc(N(CC)CC)cc2)SC1=S	32
O=C(N/C(=C/c1ccc(Br)cc1)C(=O)N1CCOCC1)c1ccccc1	-14
CCC1=NN(C(=O)c2ccccc2)C(O)(c2ccc(Br)cc2)C1 (stereo not drawn)	2
CCOc1ccc(N2C(=O)S/C(=C\c3ccc(C)cc3)C2=O)cc1	-6
O=C(O/C(=C/c1nccn1Cc1ccc(Cl)cc1)c1ccccc1)c1ccccc1	-5
CCOc1ccc(/C=C2/SC(=S)N(CC(=O)O)C2=O)cc1	-10
Cc1ccc(-c2nnc(SCC(=O)Nc3ccc(F)cc3)o2)cc1	-4
Fc1ccc(NC(=S)N2CCCc3ccccc32)cc1	-7
COc1ccc(C2NC(=O)NC(C)=C2C(=O)Nc2ccc(C)cc2)cc1OC (stereo not drawn)	-15
CCCN1C(=O)c2ccccc2NC1c1ccc(C)cc1 (stereo not drawn)	-13
CSc1nc2sc3c(c2c(=O)n1C)CCC3	-18
O=C(NCc1ccccc1Cl)C(=O)Nc1cccc(Cl)c1Cl	-87
COc1cc(NC(=O)COc2ccc3ccccc3c2)cc(OC)c1	-20
CN1CCN(C(=O)CCN2C(=O)S/C(=C/c3ccc(Cl)cc3)C2=O)CC1	-5
CC(=O)c1cccc(N=Cc2nc(-c3ccccc3)oc2O)c1	-21
CSC(=Nc1ccc(C)cc1)Nc1ccc(C)cc1	-21
Cc1cc(=O)oc2cc(OCc3ccc(Br)cc3)ccc12	0
O=[N+]([O-])c1ccc(CNCC2(c3ccccc3)CCCC2)cc1	-12
C=CCOc1ccccc1/C=C1/C(=O)ON=C1c1ccc(Cl)cc1	-27
CC12CN3CC(C)(CN(C1)C31CCCC1)C2O (stereo not drawn)	-26
Cn1c(=O)[nH]c(=O)c2c1nc1n2CC(COc2ccccc2)O1 (stereo not drawn)	1
CN=C(C)c1c(O)n(C)c(=S)n(C)c1=O	0
COc1ccc(/C(N)=N/OC(=O)Cc2ccc(Cl)cc2)cc1OC	-6
CCOc1cc(/C=N/n2cnnc2)ccc1OCc1cccc2ccccc12	112*
Cc1c(Cl)cccc1NC(=O)C1c2ccccc2Oc2ccccc21	2
O=C(NCc1ccco1)C(=O)N1CCCC1	-8
COC(=O)Cn1c(=N)n(Cc2ccc(C)cc2)c2ccccc21	-6
Cc1ccc(CN2CCN(/N=C\c3ccc(O)cc3O)CC2)cc1	3
COc1ccc(NC(=O)CN(c2cc(OC)ccc2OC)S(C)(=O)=O)cc1	4
COC(=O)c1ccccc1NC(=S)NC(=O)c1ccc(Cl)cc1	-12
CCOc1cc(CNCc2cc(OC)cc(OC)c2)ccc1OC	-82
O=C(O)CN1C(=O)/C(=C\c2cccc(Cl)c2)SC1=S	3
CCCC(=O)Nc1cccc(-c2cc3ccccc3oc2=O)c1	-5
CCCc1c(O)nc(SCCN2CCOCC2)n(-c2ccccc2)c1=O	-23
O=C(NCc1ccccc1)c1cc2ncc(Br)cn2n1	-8
Ic1ccc(N/N=C/c2ccc(N3CCOCC3)cc2)cc1	18
COc1cc(/C=N/N=C(\N)c2nonc2N)ccc1O	-10
Cc1cc(C(=O)NC(C)Cc2ccccc2)cc(C)c1N (stereo not drawn)	-16
O=c1/c(=C\c2cccc(OS(=O)(=O)c3cccc([N+](=O)[O-])c3)c2)sc2nc3ccccc3n12	-14
COCCNC(=O)c1ccc(CN(c2ccccc2)S(C)(=O)=O)cc1	-23
CCOc1ccccc1N(CC(=O)Nc1ccccc1Cl)S(=O)(=O)c1ccccc1	-4
O=C(Nc1nc(-c2ccccc2)cs1)c1cc2ccccc2oc1=O	-18
CC(=O)Nc1ccc(Oc2ccccc2)cc1	7
O=C1CC(c2ccccc2)CC(O)=C1C=Nc1ccc(Br)cc1 (stereo not drawn)	-7
c1ccc(Oc2nc(-c3cccnc3)nc3ccccc23)cc1	-8
O=C(NCC1CCCO1)/C(=C/c1cccc(Oc2ccccc2)c1)NC(=O)c1ccccc1 (stereo not drawn)	-9
CCOC(=O)c1c(NC(=O)c2ccc(F)cc2)sc2c1CC(C)(C)OC2	-18
COc1ccc(/C=C2\C(=O)N(c3nc(-c4ccc(C)cc4)cs3)N=C2C)cc1	4
O=C(CN1CCOCC1)c1ccc(Br)cc1	-10
Cc1ccc(/C=C(\C#N)c2nn(-c3ccccc3)c(N)c2C#N)cc1	-3
O=C(COc1ccc2c(c1)oc(=O)c1ccccc12)OCc1ccccc1	-13
Cc1[nH]n(-c2ccccc2)c(=O)c1C(=O)c1ccc([N+](=O)[O-])cc1	-21
COC(=O)CSc1nc2sc3c(c2c(=O)n1-c1ccc(OC)cc1)CCN(Cc1ccccc1)C3	60
CCN(CC)CCCNC(=O)Cn1cnc2c1c(=O)n(C)c(=O)n2C	10
C=CCN1C(=O)OC2(CCCCC2)C1(C)O (stereo not drawn)	-4
COc1ccc(S(=O)(=O)N(CC(=O)Nc2cccc(Cl)c2)Cc2ccccc2)cc1OC	17
O=[N+]([O-])c1cc(Cl)ccc1N1CCN(S(=O)(=O)c2ccccc2)CC1	-4
CCOC(=O)c1sc(NC(=O)/C=C/c2ccc3c(c2)OCO3)c(C(=O)OCC)c1C	-17
O=C(Nc1ccc(S(=O)(=O)N2CCCCC2)cc1)c1ccccc1Cl	-26
The list goes on.
SMILES	VHR inh color
Cc1ccc(Cl)cc1N(Cc1ccc(C(=O)N2CCCC2)cc1)S(=O)(=O)c1ccccc1	1
Cc1cccc(Cl)c1OCCOCCNCCO	7
CCCC(=O)Nc1c(C)ccc2nsnc12	-9
COc1ccc(Cl)cc1N=Cc1c(O)n(C)c(=O)n(C)c1=O	90
COc1ccc(-c2cccc(=O)o2)cc1	1
O=C1/C(=C/c2ccccc2C(F)(F)F)SC(=S)N1c1ccccc1	-7
CC(C)CCNC(=O)c1cc([N+](=O)[O-])ccc1Cl	-28
CC(Oc1cc2oc(=O)c3c(c2cc1Cl)CCCC3)C(=O)c1ccccc1 (stereo not drawn)	-5
COc1cc(OC)cc(C(=O)N2CCN(CCCc3ccccc3)CC2)c1	-2
O=C(COc1ccc2c(-c3ccccc3)cc(=O)oc2c1)OCc1ccccc1	4
COc1ccc(Br)cc1C(=O)Nc1c(C)ccc2nsnc12	-12
Cc1cc2ncn(CC(O)COc3ccc4ccccc4c3)c2cc1C (stereo not drawn)	-7
COc1ccc(Cl)cc1NC(=O)Cc1ccccc1	-25
Cc1ccc(S(=O)(=O)N2CCCC2C(=O)N2CCCCC2)cc1 (stereo not drawn)	-12
Cc1cccc(N=C2NC(=O)CS2)c1	-10
O=C(O)c1cccc(NC(=O)c2cccc(F)c2)c1	-30
O=C(N/N=C\c1ccccc1Cl)c1cncc(Br)c1	-1
O=C(/C=C/c1ccc(Cl)cc1)Nc1ccc(-c2nc3ncccc3o2)cc1	-7
CCC(=O)N1c2ccccc2NC2=C(C(=O)CC(c3ccccc3)C2)C1c1ccc([N+](=O)[O-])cc1 (stereo not drawn)	10
NNC(=O)c1cc(-c2cccc3ccccc23)n[nH]1	15
Cc1cc(C)c2c(N)c(C(=O)c3ccc(Br)cc3)sc2n1	-4
COc1ccc(C2/C(=C(/O)c3ccccc3)C(=O)C(=O)N2c2cccc(Br)c2)cc1OC (stereo not drawn)	2
Cc1c(/C=C/c2nc3ccccc3c(=O)n2-c2ccc([N+](=O)[O-])cc2)c2ccccc2n1C	96
C=CCN1C(=O)/C(=C\c2ccc(-c3ccccc3)o2)SC1=S	-20
COC(=O)C1(C(=O)OC)C(c2ccccc2)C1(C(=O)OC)C(=O)OC	-24
CCNc1cc(Nc2ccccc2)c2c3c(onc13)-c1ccccc1C2=O	2
Cc1ccc2nsnc2c1NC(=O)COc1ccccc1[N+](=O)[O-]	4
COc1ccc(C=Nc2ccccc2Cl)c2ccccc12	-2
COc1ccc(C2CC(=O)C3=C(C2)Nc2ccccc2NC3c2ccc(Cl)c(Cl)c2)cc1OC (stereo not drawn)	-10
CC(=O)NS(=O)(=O)c1ccc(NC(=O)/C=C/c2ccc(C(C)(C)C)cc2)cc1	13
Oc1ccc2ccccc2c1C1NN=C(c2ccccc2)S1 (stereo not drawn)	0
CC(C)(C)c1cc(CO)c(O)c(C(C)(C)C)c1	5
O=[N+]([O-])c1cc(S(=O)(=O)Nc2cc(Cl)ccc2Cl)ccc1Cl	12
O=[N+]([O-])c1ccc(N2CCCCC2)c(Cl)c1N1CCCCC1	-8
CC1CCN(c2ccc(/C=N/N=C3\NC(=O)CS3)cc2[N+](=O)[O-])CC1	1
Cc1cc(C)n2c(SCc3ccc(Cl)cc3Cl)nnc2n1	-9
COC(=O)c1c(C)oc2ccc(OC(=O)c3cccc([N+](=O)[O-])c3)cc12	-4
O=C1c2[nH]nc(-c3ccccc3)c2C(c2ccccc2F)N1c1ccccc1 (stereo not drawn)	4
COc1ccc(/C=N/Nc2nc(N3CCOCC3)nc(N3CCOCC3)n2)cc1	-68
COc1ccccc1C(=O)Nc1ccc(-c2csc(-c3ccccc3)n2)cc1	1
CCc1nccn1S(=O)(=O)c1cc(Cl)ccc1Br	-11
CCOC(=O)c1ccc[n+](CC(=O)c2cc3ccccc3oc2=O)c1	-58
Clc1cccc(/C=N\N2CCN(c3ccccc3)CC2)c1Cl	0
Cc1ccc(-c2csc(NC(=O)c3sc4cc(C)ccc4c3Cl)n2)cc1	-26
C=CCN(CC=C)C(=O)c1ccccc1	-14

Sorted by length of the SMILES (ascending): some entries from above.
SMILES	VHR inh color
O=C(N/N=C\c1ccccc1Cl)c1cncc(Br)c1	-1
Cc1cc(OCC(=O)Nc2cccc(I)c2)cc(C)c1Cl	10
Cc1ccc(CN2CCN(/N=C\c3ccc(O)cc3O)CC2)cc1	3
COc1ccc(Cl)cc1N=Cc1c(O)n(C)c(=O)n(C)c1=O	90
CCOc1cc(/C=N/n2cnnc2)ccc1OCc1cccc2ccccc12	112*
Cc1ccc(-c2csc(NC(=O)c3sc4cc(C)ccc4c3Cl)n2)cc1	-26
O=C(COc1ccc2c(-c3ccccc3)cc(=O)oc2c1)OCc1ccccc1	4
O=C1c2[nH]nc(-c3ccccc3)c2C(c2ccccc2F)N1c1ccccc1 (stereo not drawn)	4

New compounds follow.
SMILES	VHR inh color
COc1ccc(CNC(=S)Nc2cccc(C(F)(F)F)c2)cc1	-5
CCOc1ccc(NC2=C(Cl)C(=O)N(c3cccc(Cl)c3Cl)C2=O)cc1	-7
O=C(Cc1ccc(Br)cc1)NCc1ccccc1	-5
COc1cccc(CN2CCN(Cc3ccco3)CC2)c1	-11
COc1cc(C(=O)Oc2ccc(C(=S)N3CCOCC3)cc2)cc(OC)c1OC	24
CC(=O)Oc1cc(C)cc2oc(=O)c(Cc3ccccc3)c(C)c12	-4
O=C(CN1CCOCC1)NCC(=O)Nc1ccc(Br)cc1C(=O)c1ccccc1	-5
COc1ccccc1/C=N/NC(=O)c1cc(-c2ccc(Cl)cc2)n[nH]1	6
COc1ccc(C2C(C(=O)/C=C/c3ccccc3)=C(O)C(=O)N2CCCCCC(=O)O)cc1 (stereo not drawn)	-6
Cc1ccc(/C=C2\C(=O)NC(=O)N(c3ccc(Cl)cc3)C2=O)cc1[N+](=O)[O-]	-3
COC(=O)c1ccc(CN2CCN(CCN3C(=O)c4cccc5cccc(c45)C3=O)CC2)cc1	7
O=C(Nc1ccc(OC(F)(F)F)cc1)c1cc(I)ccc1Cl	4
Cc1cccc(OCC(=O)Nc2cccc(I)c2)c1	-2
Cc1ccccc1CNC(=O)c1ccc(CN(c2ccccc2)S(C)(=O)=O)cc1	3
O=C(CSc1nnnn1-c1ccccc1)Nc1ccc(C(=O)O)cc1	32
CCN(CC)c1ccc(NC(=O)c2ccc(Br)o2)cc1	-18
COc1cc(OC)cc(C(=O)NNC(=O)c2ccccc2OC)c1	-51
COc1ccc(NC(=O)c2c(Cl)ccc(Cl)c2OC)c(OC)c1	-5
CN1C2=NC(=O)/C(=C/c3ccccc3[N+](=O)[O-])N2c2ccccc21	1
COc1ccc2nc(NC(=O)c3cc4ccccc4o3)sc2c1	-20
COc1ccc(NC(=O)c2ccc(CN3CCc4ccccc4C3)cc2)cc1OC	-5
CCOC(=O)c1c(NC(=O)C(Cl)(Cl)Cl)sc2c1CCC2	-9
CCC(=O)Nc1sc2c(c1C(=O)Nc1ccccc1OC)CCC2	8
